Screens: PubChem, Broad Institute
ERp5 block: blocks human ERp5 reductase activity on insulin. Q15084. ERp5 insulin aggregation, absorbance 650 nm, 90 min. inhibition, % at 9.99 µM. actives 0.05% (n = 350,000). AID 651711;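 active = mean replicate inhibition above about 25%, with every replicate also reaching it, limit read from the data, passing the limit was not always enough; inconclusive = only one of those two criteria met; inactive = neither criterion met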
Target sequence (Q15084 whole entry, looked up): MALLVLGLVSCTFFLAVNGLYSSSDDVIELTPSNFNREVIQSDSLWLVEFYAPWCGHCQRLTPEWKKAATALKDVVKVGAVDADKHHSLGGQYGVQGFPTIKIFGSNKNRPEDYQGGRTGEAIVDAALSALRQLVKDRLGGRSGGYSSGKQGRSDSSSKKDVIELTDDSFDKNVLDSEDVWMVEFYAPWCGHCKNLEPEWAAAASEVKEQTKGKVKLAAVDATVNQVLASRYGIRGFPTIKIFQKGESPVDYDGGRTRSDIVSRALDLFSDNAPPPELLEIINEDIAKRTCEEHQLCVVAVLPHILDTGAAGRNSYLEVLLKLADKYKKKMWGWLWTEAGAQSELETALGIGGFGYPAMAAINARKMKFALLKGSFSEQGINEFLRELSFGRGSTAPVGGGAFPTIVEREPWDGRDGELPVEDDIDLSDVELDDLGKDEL
miR122 inh: blocks miR-122 activity in Huh7 sensor cells | Huh7 miR-122 Renilla luciferase sensor, 48 h; neutral wells = 0, positive control = 100 | activation (reporter increase), % at 12.5 µM | actives 0.3% (n = 340,000) | AID 602342;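 active = mean replicate activation score at least 90 and every replicate individually at or above 90; inconclusive = only one of the two criteria met; inactive = neither criterion met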;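 also: higher luciferase means less miR-122 activity so hits act as miR-122 inhibitors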
Cneo AK release: causes C. neoformans cell lysis; AID 651654; lysis activity, % at 15 µM; adenylate kinase release luminescence, 4 h; normalised: neutral wells 0, clomiphene wells 100; actives 0.2% (n = 360,000);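 active = mean lysis activity across replicates of at least 80%, whatever share of replicates individually reach that level; inactive = mean lysis activity below 80%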
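Material – log-phase Cryptococcus neoformans yeast cells · Input – 5 × 10^6 yeast cells/mL · Medium – fresh YPD growth medium · Doses – single compound concentration per well · Timing – static 4 h at 37 °C with compound, 1 h detection · Detection – adenylate kinase release luminescence · Read-out – signal increase indicating cell lysis · Control set – Clomiphene as positive lysis control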
C2C12 statin: suppression of simvastatin myotoxicity. rescue of ATP level, % at 7.49 µM. actives 0.78% (n = 330,000). AID 602340. C2C12 myotubes + simvastatin, ATP luminescence, 48 h; scaled: DMSO 0, geranylgeraniol control 100;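 active = mean ATP rescue above about 67%, or every replicate alone reaching that limit, limit read from the data, passing the limit was not always enough; inconclusive = no clear call, values can overlap the other calls; inactive = mean under the limit and some replicate under it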;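 also: myotubes were challenged with 10 µM simvastatin during compound exposure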
esBAF inh: SWI/SNF esBAF complex inhibition. mouse ES cells, Bmi1-luciferase knock-in reporter, 24 h; 100% = twice the neutral-well signal. reporter increase, % at 12.5 µM. actives 2% (n = 350,000); in the data active = activation above about 40%; inconclusive = no clear call, values can overlap the other calls;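 also: 0% = median of the plate's neutral control wells and 100% = double that signal; a rise in the Bmi1 reporter signal indicates esBAF inhibition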
ARNT TACC3 PPI: disrupts binding between human ARNT and TACC3 | Q9Y6A5 | AlphaScreen His-ARNT PAS-B/GST-TACC3 binding, luminescence; TACC3 fragment carries E629A point mutation | inhibition, % at 9.99 µM | actives 0.66% (n = 390,000) | AID 623870;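 active = mean inhibition of replicates at least 50% and at least half of replicates each reaching 50%; inconclusive = half or more replicates reach 50% but mean below 50%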;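 also: 0% = complete ARNT plus TACC3 wells and 100% = ARNT alone without TACC3; many hits fall short of the cut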
SIRT5 block: blocks human SIRT5 desuccinylation of peptide; Q9NXA8; actives 1.1% (n = 330,000); inhibition, % at 15 µM; Purified SirT5, succinyl-peptide AMC, trypsin-coupled fluorescence; in the data active = inhibition above about 15%; inconclusive = no clear call, values can overlap the other calls
Target sequence (Q9NXA8 whole entry, looked up): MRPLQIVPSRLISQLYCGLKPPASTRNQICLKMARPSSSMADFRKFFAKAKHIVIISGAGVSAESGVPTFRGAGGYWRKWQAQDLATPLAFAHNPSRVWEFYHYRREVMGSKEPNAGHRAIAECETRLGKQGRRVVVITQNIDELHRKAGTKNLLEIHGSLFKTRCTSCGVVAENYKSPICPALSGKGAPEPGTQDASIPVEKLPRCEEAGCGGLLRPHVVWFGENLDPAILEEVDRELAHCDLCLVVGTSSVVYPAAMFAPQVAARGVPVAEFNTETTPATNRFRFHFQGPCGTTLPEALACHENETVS
* hit, by the source's call; ? = inconclusive; nt = no result given; & = joins results of further samples; [ ] = dose if it differs, or a comment.

SMILES | ERp5 block | miR122 inh | Cneo AK release | C2C12 statin | esBAF inh | ARNT TACC3 PPI | SIRT5 block
CO[C@@H](CN(C)Cc1ccc2c(c1)OCO2)[C@H](C)CN(C(=O)c1ccccc1)[C@H](C)CO | -2 | nt | -9 | 4 | -2 | nt | -4
COc1ccc(CCN(Cc2ccccn2)C(=S)Nc2ccccc2Cl)cc1OC | -2 | nt | nt | nt | nt | 4 | 2
O=C(Cn1nnc(-c2ccccc2)n1)NCc1ccco1 | nt | 1 | nt | 17 | -5 | -2 | nt
COCC(=O)Nc1cc(=O)n(C)c(=O)n1C | -1 | -5 | -2 | -6 | -1 | 5 | -3
CC(NC(=O)COC(=O)c1ccc([N+](=O)[O-])s1)c1ccccc1 (configuration not stated) | nt | -2 | 12 | nt | nt | 10 | nt
O=C(NCC1CCCO1)C(C(=O)c1ccccc1)n1cc(Cl)ccc1=O (configuration not stated) | nt | 0 | -1 | 36 | -5 | -2 | nt
Cc1ccc(SCCNC(=S)Nc2cc(C)ccc2C)cc1 | nt | -3 | 34 | 73* | 0 | -2 | nt
CCNC(=O)[C@@H]1[C@@H](CO)[C@@H]2Cn3c(ccc(-c4ccc(F)cc4)c3=O)[C@H]1N2C(=O)C1CC1 | -5 | -2[16.7 µM] | 53 | 0 | 0 | 9 | -23
CC(=O)N1CCN(c2ccc(NC(=O)c3ccc4ccccc4c3)cc2)CC1 | 5 | -5 | 0 | -19 | 37 | -2 | 6
Cc1ccc(S(=O)(=O)NC(=O)Nc2cccc(C)n2)cc1 | -1 | -5 | 1 | nt | nt | nt | 1
C[C@H]1CCCCO[C@@H](CN(C)C(=O)Nc2ccc(F)cc2)[C@@H](C)CN([C@@H](C)CO)C(=O)c2cc(NC(=O)C3CCCCC3)ccc2O1 | 2 | -7[16.7 µM] | 1 | nt | 5 | -5 | 8
CC(CC(=O)Nc1ccc2c(c1)c(=O)n(C)n2Cc1ccc(F)cc1)c1ccccc1 (configuration not stated) | 5 | 7 | 0 | -1 | 17 | nt | -2
C[C@H]1CN([C@@H](C)CO)C(=O)c2cccc(NC(=O)c3nc4ccccc4s3)c2O[C@H]1CN(C)S(=O)(=O)c1ccc(Cl)cc1 | 6 | -2[16.7 µM] | -1 | -16 | 3 | 14 | 7
Cn1c(=O)cc(OCC(=O)NCCCN2CCN(c3cccc(Cl)c3)CC2)c2ccccc21 | 2 | -10 | 2 | -1 | -41 | 22 | nt
COc1ccccc1C1(O)CCN(C(=O)c2cccs2)CC1 | nt | -4 | nt | 1 | -5 | -2 | nt
Cn1c(CN2CCCCC2)nc2cc(NC(=O)c3ccccc3Cl)ccc21 | 0 | 0 | 3 | -100 | 5 | -3 | -1
CCc1ccccc1Nc1ccc(C(=O)O)cc1N | nt | -4 | 5 | nt | 38 | 6 | nt
CCOc1ccc(N2C(=O)CC(N(Cc3ccco3)C(C)=O)C2=O)cc1 (configuration not stated) | 7 | nt | nt | nt | nt | -4 | -2
O=[N+]([O-])c1cc(C(F)(F)F)ccc1NCCc1c[nH]c2ccc(O)cc12 | nt | -5 | 8 | 18 | -1 | 11 | nt
CCn1c(=O)n(CC)c2cc(N3CCCC3)c(NC(=O)c3ccc(OC)c(Br)c3)cc21 | 7 | -9 | 0 | -53 | -2 | 12 | 1
Cn1cnc(S(=O)(=O)N[C@@H]2C=C[C@@H](CC(=O)N3CCN(c4ccccc4)CC3)O[C@H]2CO)c1 | -6 | nt | 3 | -3 | 1 | -11 | 7
CN1C[C@H]2[C@@H](c3ccccc31)[C@H](CO)N2C(=O)CN1CCOCC1 | -1 | 9[16.7 µM] | -2 | -26 | -8 | -4 | 0
O=C1CN(C(=O)COC(=O)CNS(=O)(=O)c2ccccc2)c2ccccc2N1 | -3 | nt | nt | nt | nt | -8 | -4
Cc1cccc(OCC(=O)NNC(=O)CSc2ncc(C#N)c(N)n2)c1 | nt | -3 | 0 | 2 | 1 | 0 | nt
CC(C)C[C@H]1CNC(=S)N1CC1CCCN1C[C@H](Cc1ccc(O)cc1)N1C[C@H](Cc2ccccc2)N(CC2CCCCCC2)C1=S (some centres not stated) | 0 | -3 | 0 | 11 | -5 | -2 | -2
The results go on.
SMILES | ERp5 block | miR122 inh | Cneo AK release | C2C12 statin | esBAF inh | ARNT TACC3 PPI | SIRT5 block
COc1ccc(CN2CCN(Cc3ccc(C(F)(F)F)cc3)CC2)c(OC)c1 | -5 | -7 | -3 | -7 | 2 | -2 | -1
COc1ccccc1NC(=O)COc1ccc(C(=O)NCC2CCCO2)cc1OC (configuration not stated) | 6 | -8 | -1 | 5 | -4 | 2 | -5
Cc1cc(C(=O)NC2CCC(C)CC2)c(C)o1 (configuration not stated) | -5 | -4 | -2 | 12 | 27 | -3 | 0
CC(C)Cc1nc2ccccc2[nH]1 | 1 | -1 | 2 | 0 | -7 | -14 | 1
CCOC(=O)N1CCN(c2cc(C)c(C(C)=O)cc2F)CC1 | -5 | nt | nt | nt | nt | -1 | 0
CCOC(=O)c1sc2ccccc2c1OC(=O)c1ccccc1OC | 0 | -4 | -1 | -2 | 15 | -6 | -2
O=C(NCc1ccc(F)cc1)C(=O)NCC(c1ccco1)N1CCOCC1 (configuration not stated) | 7 | 2 | 10 | -3 | -1 | 3 | 0
O=C(CSc1ccc2nnc(-c3ccccn3)n2n1)NCc1ccco1 | 1 | 6 | -1 | 50 | -9 | 61* | -2
O=C1CCC(C(=O)OCC(=O)C23CC4CC(CC(C4)C2)C3)N1 (configuration not stated) | nt | -2 | 1 | 90* | -2 | -4 | nt
C[C@H](CO)N1C[C@H](C)[C@H](CN(C)Cc2ccc(-c3ccccc3)cc2)Oc2ccc(NC(=O)CCCN(C)C)cc2CC1=O | 0 | 3[16.7 µM] | 3 | 12 | 3 | 15 | -6
Cc1cccc(S(=O)(=O)N/N=c2\sc3ccccc3n2C)c1 | 4 | 10 | 0 | 1 | 1 | 25 | 0
COc1ccc(CNC(=O)Cc2ccc(-c3ccccc3)cc2)cc1OC | -1 | -5 | 1 | -7 | -4 | -1 | -3
CCNCc1ccc(OCc2cccs2)c(OCC)c1 | -2 | nt | nt | nt | nt | -1 | -7
COc1cc(/C=C2\C(=O)N(C)C(=S)N2C)ccc1O | 3 | 3 | nt | -5 | 2 | -6 | nt
O=C(Cc1cccs1)Nc1cccc([N+](=O)[O-])c1 | -2 | nt | nt | nt | nt | 16 | -3
COc1cc(/C=C2/SC(=O)N(Cc3ccccc3Cl)C2=O)ccc1OCc1ccncc1 | nt | nt | 2 | -12 | -3 | 3 | nt
O=C(COC(=O)c1cc([N+](=O)[O-])ccc1NCc1ccccc1)NC1CCCc2ccccc21 (configuration not stated) | nt | -1 | -2 | -1 | 4 | 2 | nt
CCOC(=O)CCc1nn(C)c(=O)c2ccccc12 | 2 | nt | nt | nt | nt | -2 | 1
COc1ccccc1N(CC(=O)Nc1ccc2c(c1)OCCO2)S(C)(=O)=O | nt | 1 | -2 | 122* | -7 | -1 | nt
CCCCCn1nc(-c2ccccc2)c2nc3ccccc3nc21 | nt | -11 | 1 | nt | 4 | -30 | nt
CCOC(=O)c1c(S(=O)(=O)NCC(=O)N2CCN(c3ccc(OC)cc3)CC2)c(C)n(C)c1C | 5 | -3 | -5 | 1 | 1 | nt | 0
CC(C)(C)N(Cc1ccccc1)C(=O)COC(=O)CCN1C(=O)C2CC=CCC2C1=O (configuration not stated) | 4 | -2 | -3 | -6 | -1 | -2 | 4
CCOC(=O)C1=NN(c2ccc(Cl)cc2)/C(=C/C2=NCCc3cc(OC)c(OC)cc32)S1 | -3 | nt | nt | nt | nt | -3 | -3
CNC(=O)C[C@H]1CC[C@H]2[C@H](COc3ccc(NC(=O)Nc4ccccc4F)cc3C(=O)N2C)O1 | -7 | 13[16.7 µM] | 2 | -1 | 0 | -2 | -9
CCOC(=O)CNS(=O)(=O)c1ccc2c3c(cccc13)C(=O)N2CC | 4 | 35 | 0 | 2 | -4 | -2 | -4

Full records, looked up by structure.
Shown for CNC(=O)C[C@H]1CC[C@H]2[C@H](COc3ccc(NC(=O)Nc4ccccc4F)cc3C(=O)N2C)O1 = ERp5 block = -7; miR122 inh = 13[16.7 µM]; Cneo AK release = 2; C2C12 statin = -1; esBAF inh = 0; ARNT TACC3 PPI = -2; SIRT5 block = -9
Shown for C[C@H](CO)N1C[C@H](C)[C@H](CN(C)Cc2ccc(-c3ccccc3)cc2)Oc2ccc(NC(=O)CCCN(C)C)cc2CC1=O = ERp5 block = 0; miR122 inh = 3[16.7 µM]; Cneo AK release = 3; C2C12 statin = 12; esBAF inh = 3; ARNT TACC3 PPI = 15; SIRT5 block = -6
Shown for COc1cc(/C=C2/SC(=O)N(Cc3ccccc3Cl)C2=O)ccc1OCc1ccncc1 = ERp5 block = nt; miR122 inh = nt; Cneo AK release = 2; C2C12 statin = -12; esBAF inh = -3; ARNT TACC3 PPI = 3; SIRT5 block = nt

Later entries.
SMILES | ERp5 block | miR122 inh | Cneo AK release | C2C12 statin | esBAF inh | ARNT TACC3 PPI | SIRT5 block
C/C(=N\NC(=O)c1ccccc1O)c1cccc(NC(=O)c2ccccc2)c1 | 5 | 6 | -3 | -2 | ? | -2 | 6
CC(=O)Nc1ccc(NC(=O)CSc2nnc(NC(=O)C3CC3)s2)cc1 | -9 | -6 | 0 | 8 | 6 | -4 | -3
CC(C)C(NC(=O)c1ccc(F)cc1)C(=O)NCC1CCCO1 (configuration not stated) | 5 | 1 | 1 | 2 | -3 | -2 | 0
CN(C)c1ccc(C(=O)NNC(=O)C23CC4CC(CC(C4)C2)C3)cc1 | 5 | -5 | -1 | -7 | 34 | -2 | -4
C[C@@H]1CN([C@@H](C)CO)C(=O)c2cccc(NC(=O)c3nc4ccccc4s3)c2O[C@H]1CN(C)Cc1ccc(Cl)c(Cl)c1 | 0 | 51[16.7 µM] | -1 | nt | 1 | -2 | 0
CC1(Cc2ccccc2OC(F)(F)F)C(=O)Nc2cc(-c3ccccc3Cl)ccc21 (configuration not stated) | 4 | -6 | 0 | 14 | -7 | nt | nt
O=C(Cc1ccsc1)NCc1ccccc1F | 5 | -7 | 1 | 5 | 15 | -6 | 4
c1ccc(-c2nnc(-c3ccco3)n2-c2ccccc2)cc1 | nt | -3 | -1 | -6 | 1 | -3 | nt
O=C(COC(=O)c1ccc(S(=O)(=O)Nc2ccccc2)cc1)NC1CCCC1 | 3 | -8 | -1 | -5 | 0 | 3 | 0
Cc1ccccc1CN1CCN(C(=O)c2cccc(F)c2)CC1 | nt | 4 | -1 | 2 | -2 | -7 | nt
O=C1CC(c2cccc(Cl)c2)CC(O)=C1C=NCCCO (configuration not stated) | nt | 3 | 2 | 11 | -3 | -6 | nt
CO[C@@H]1CN(C)C(=O)c2ccc(NC(C)=O)cc2OC[C@H](C)N(Cc2ccc(F)cc2)C[C@@H]1C | 2 | -3[16.7 µM] | -2 | -4 | -5 | 2 | 13
CC1CCN(C(=O)c2ccc(S(=O)(=O)NCc3ccco3)cc2)CC1 | -1 | -8 | 1 | -25 | -3 | 23 | 6
COc1ccc(-n2c(Cc3cccn3C)nnc2SCC(=O)Nc2nccs2)cc1 | -3 | -2 | 2 | -1 | 1 | nt | -1
O=C(O)c1[nH]nc2c1COc1ccccc1-2 | nt | -3 | 1 | nt | nt | -3 | nt
COc1ccc(NC(=O)c2oc3ccccc3c2NC(=O)COc2ccccc2OC)c(OC)c1 | nt | nt | 0 | 10 | 9 | -11 | nt
O=C(CSc1nnc(-c2ccccc2F)o1)OCc1ccccc1 | -5 | 0 | -1 | 3 | -4 | -13 | -1
Cc1cc(C(=O)N2CCC(C)(C(=O)NS(=O)(=O)C3CC3)C2)n(C(C)(C)C)n1 (configuration not stated) | -8 | -5 | -1 | 2 | -5 | nt | nt
C[C@@H]1CN([C@H](C)CO)C(=O)CCCn2cc(nn2)CO[C@H]1CN(C)C(=O)NC1CCCCC1 | 3&0 | -8 | 10&-6 | 7&8&-3 | -4&-2&-5 | 3 | 2&-2
O=C(Cc1ccc(Br)cc1)N1CCN(C(=O)c2ccco2)CC1 | 2 | nt | 2 | 12 | 6 | 0 | 0
